# Tb PFK inh: inhibitors of T. brucei phosphofructokinase. actives 0.17% (n = 330,000). O15648. Potency, µM (series often up to 57.5 µM), for the others: at the highest dose activity, negative = inhibition, hits mostly inhibitors. T. brucei PFK, ADP-Glo luminescence;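 note: potency is the fitted concentration of half-maximal effect; 0% = uninhibited 1x PFK enzyme wells and -100% = no-enzyme wells; nearly all actives have a fitted effect of over 60% in size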
#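 ADP-Glo luminescence quantified ADP after 45 min at room temperature, with 1.25 nM T. brucei PFK, 0.1 mM ATP and 0.5 mM fructose-6-phosphate in pH 8.0 TEA buffer. qHTS titrations up to 57 µM; curves classified by quality.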
# uPA generation: cell surface uPA generation inhibition. cell surface uPA generation assay, qHTS. Potency, µM (highest dose often 38.3 µM), for the others: top-dose activity change, negative = inhibition, hits mostly inhibitors. actives 0.31% (n = 330,000). AID 540303; active = well fitted inhibition curve with a large enough effect; inconclusive = small, poorly fitted or top-dose-only effect; inactive = no such curve, though single readings can be large or run the other way; tested in mouse RAW 264.7 cells; note: potency is the fitted concentration of half-maximal effect; % is set by controls: 0 for no effect and ±100 for the full control effect; nearly all actives have a fitted effect of over 55% in size
# USP2a inh: inhibitors of human ubiquitin-specific protease USP2a | actives 0.01% (n = 330,000) | Potency, µM (titrated, usually from 38.3 µM), for the others: at the highest dose activity change, negative = inhibition, most hits filed as inhibitors | O75604 | USP2 core, Ub-CHOP2 coupled fluorogenic reporter, 485/531;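 note: potency is the fitted concentration of half-maximal effect; plate controls were DMSO wells for no effect and full inhibition by NEM control for full effect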
#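 Deubiquitinase activity read as fluorescence (485/531 nm) after Ub-CHOP2 cleavage activates the enterokinase reporter on its substrate; USP2 core 10nM, Ub-CHOP2 and substrate 25nM each, 30min compound preincubation then 60min RT; data normalized to NEM, curves fitted.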
# TCR activator: activates T cell receptor signaling; primary human leukocytes, anti-CD3, IL-2 HTRF, 48 h; Potency, µM (doses to about 9.22 µM), for inactives: at the highest dose activation of IL-2 secretion, usual class: activators; AID 504894; 330,000 tested, under 10 active; note: % of control where 0% means no effect
#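 Human primary leukocytes + a-CD3 beads + cpd, 48 hr; IL-2 in supernatant by HTRF (ex 320nm / em 665nm). No co-stimulatory signal supplied.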
# Eya2 inh: inhibitors of human Eya2 phosphatase activity; recombinant Eya2, OMFP fluorescence dephosphorylation (OMFP is methylfluorescein phosphate); Potency, µM (highest dose often 76.9 µM), for inactives: at the highest dose activity, negative = inhibition, most hits filed as inhibitors; actives 0.006% (n = 330,000); AID 488837; note: potency is the fitted concentration of half-maximal effect; % is set by controls: 0 for no effect and ±100 for the full control effect
# Target sequence (O00167 whole entry, looked up): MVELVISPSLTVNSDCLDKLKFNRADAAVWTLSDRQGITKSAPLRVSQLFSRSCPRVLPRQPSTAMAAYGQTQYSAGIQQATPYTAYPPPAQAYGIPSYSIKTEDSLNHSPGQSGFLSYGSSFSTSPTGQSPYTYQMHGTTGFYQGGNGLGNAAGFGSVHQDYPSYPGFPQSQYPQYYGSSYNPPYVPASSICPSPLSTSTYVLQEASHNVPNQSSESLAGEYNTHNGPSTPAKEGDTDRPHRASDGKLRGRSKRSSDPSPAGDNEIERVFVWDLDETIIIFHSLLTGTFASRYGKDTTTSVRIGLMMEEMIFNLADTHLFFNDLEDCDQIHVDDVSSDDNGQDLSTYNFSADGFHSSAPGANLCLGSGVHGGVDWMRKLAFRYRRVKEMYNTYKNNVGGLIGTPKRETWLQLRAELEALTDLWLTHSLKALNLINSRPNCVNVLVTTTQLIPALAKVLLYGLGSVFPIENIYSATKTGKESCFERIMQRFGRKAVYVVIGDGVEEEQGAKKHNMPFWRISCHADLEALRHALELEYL
#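 Eya2 protein (added as 0.2 uM solution) was preincubated with compound for 10 min at ambient temperature in 50 mM HEPES pH 7.5, 50 mM NaCl, 5 uM MgCl2, 0.05% BSA, 1 mM DTT. OMFP (added at 50 uM) then reacted 10 min; fluorescence read at 485/525 nm.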
# B2AR arrestin: beta2AR (human) beta-arrestin recruitment activity; actives 0.02% (n = 330,000); Potency, µM (highest dose often 46.1 µM), for the others: at the highest dose activation, hits mostly activators; beta-arrestin recruitment to beta2AR, cell-based reporter;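 note: potency is the fitted concentration of half-maximal effect; 0% = DMSO controls and full agonism = EC100 isoproterenol or metaproterenol; nearly all actives have a fitted effect of over 65% in size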
# Target sequence (P07550 whole entry, looked up): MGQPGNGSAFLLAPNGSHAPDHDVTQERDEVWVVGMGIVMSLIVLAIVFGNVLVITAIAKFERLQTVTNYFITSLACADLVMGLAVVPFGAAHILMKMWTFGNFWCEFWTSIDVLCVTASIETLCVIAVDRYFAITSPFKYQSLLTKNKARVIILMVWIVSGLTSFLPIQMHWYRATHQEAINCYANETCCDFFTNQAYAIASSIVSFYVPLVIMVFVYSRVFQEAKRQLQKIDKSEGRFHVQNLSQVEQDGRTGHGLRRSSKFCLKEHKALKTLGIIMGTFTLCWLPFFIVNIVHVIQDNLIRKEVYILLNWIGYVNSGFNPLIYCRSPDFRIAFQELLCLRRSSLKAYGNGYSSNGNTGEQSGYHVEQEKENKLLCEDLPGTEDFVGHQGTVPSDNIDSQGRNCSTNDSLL
# TSHR antagonist: human thyrotropin receptor antagonism; actives 0.2% (n = 330,000); P16473; AID 504810; activity change, negative = inhibition, % at 11.5 µM; TSHR-expressing cells, TSH-stimulated cAMP HTRF, 2 h; active compounds read low;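 active = activity change below a set negative limit, meaning inhibition stronger than a set level, cut at about -70% in these data; inconclusive = activity change between two set negative limits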; note: % is set by controls: 0 for no effect and ±100 for the full control effect
#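 Inhibition of cAMP made by TSHR-expressing cells under TSH stimulation (4nM final, EC80; 2 h, 37 deg C) is quantified with a one-step lysis HTRF kit, anti-cAMP cryptate versus cAMP-d2.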
# Mito fusion yeast: inhibitors of mitochondrial division or activators of mitochondrial fusion; S. cerevisiae fusion-defective mutant growth rescue, CellTiterGlo 48 h; actives 0.23% (n = 320,000); Potency, µM (top dose mostly 46.1 µM), inactives show at the highest dose growth rescue (activation), hits mostly activators; AID 485298;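 note: potency is the fitted concentration of half-maximal effect; % of control where 0% means no effect; nearly all actives have a fitted effect of over 45% in size; temperature-sensitive fusion mutants such as fzo1-1 at 37 °C on non-fermentable ethanol glycerol medium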
#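 Compounds are tested for their ability to restore growth of mitochondrial fusion-defective yeast strains at non-permissive 37C in YPEG medium over 48 hours. Viability is quantified by luciferase luminescence.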
# PTAP TSG101 blk: blocks PTAP/TSG101 interaction to inhibit HIV-1 budding | Q99816 | Potency, µM (series often up to 115 µM), for the others: at the highest dose activity change, negative = inhibition, most hits filed as inhibitors | Fluorescence polarization, FITC-PTAP peptide / Tsg101 binding | 340,000 tested, under 10 active; active = well fitted inhibition curve with a large enough effect in the main read-out, with a control signal flat, not every such curve was filed as active; inconclusive = small, poorly fitted or top-dose-only effect, or effect the other way, or a change in a side signal; inactive = no such curve, though single readings can be large or run the other way; note: potency is the fitted concentration of half-maximal effect; % of control where 0% means no effect
#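 Fluorescence polarization binding of Tsg101 binding domain (10 uM final) to FITC-labeled PTAP peptide (50 nM final) in HEPES pH 7.5 buffer with NaCl, Tween 20, EDTA, TCEP. Compounds added before peptide; binding 20 min at RT.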
# ELG1 DNA repair: blocks ELG1-dependent DNA repair in HEK293T cells; Potency, µM (titrated, usually from 46.1 µM), for the others: at the highest dose activity change, negative = inhibition, actives largely listed as inhibitors; AID 504467; HEK293T ELG1-luciferase reporter, luminescence, 16 h; DNA damage induced by 5-fluorouridine; actives 2.3% (n = 330,000); note: potency is the fitted concentration of half-maximal effect; % is set by controls: 0 for no effect and ±100 for the full control effect; nearly all actives have a fitted effect of over 55% in size
#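 Overnight (16 hr) co-exposure of 2,000 cells/well to 5-fluorouridine and compound at 37 °C preceded detection. Luciferase was quantified via ONE-Glo luminescence; loss of signal denotes inhibition.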
# Chronic BCR inh: blocks chronic active B-cell receptor signaling; ABC-DLBCL IkBa-CBG/CBR reporter, luminescence ratio, 4 h; AID 493014; actives 0.05% (n = 340,000); Potency, µM (titrated, usually from 46.1 µM), for inactives: top-dose ratio change, negative = lower green/red ratio, most hits filed as inhibitors; active = well fitted inhibition curve with a large enough effect in the signal ratio, with a control signal flat, not every such curve was filed as active; inconclusive = small, poorly fitted or top-dose-only effect, or effect the other way, or a change in a side signal; the % refers to the signal ratio;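 note: potency is the fitted concentration of half-maximal effect; plate controls were basal doxycycline-induced cells for no effect and cells given 10 µM MG132 for full effect; MG132 reads +100%, hits lower the ratio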
#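 Doxycycline induced both beetle luciferases in TMD8 lymphoma cells; IKK-driven degradation limits the IkappaBalpha-fused green signal, while red luminescence normalises for cell number and nonspecific effects. Compounds tested up to 46 uM, 4 hrs.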
# Numbers without * were called inactive; ? = inconclusive; nt = not tested or not shown; [ ] = dose if it differs, or a comment. Unless noted, calls come from the whole dose curve; as a rule, active = well fitted curve in the direction sought with a large enough effect; inconclusive = small, poorly fitted or top-dose-only effect, or another doubt; inactive = no such curve, though single readings can be large; an effect the other way counts as inactive or inconclusive.
SMILES,Tb PFK inh,uPA generation,USP2a inh,TCR activator,Eya2 inh,B2AR arrestin,TSHR antagonist,Mito fusion yeast,PTAP TSG101 blk,ELG1 DNA repair,Chronic BCR inh
Cc1ccc(S(=O)(=O)c2cc3ccccc3oc2=Nc2ccc3c(c2)OCO3)cc1,-8%,0%,-1%,3%,14%,0.4%,9,-1%,-2%,4%,-7%
O=C(c1cc(-c2ccc(O)cc2)on1)N1CCN(c2ccccc2)CC1,1%,1%,-1%,0%,-8%,0.0%,-17,24%,-2%,-11%,-15%
O=C(c1ccnc(Cl)c1)N1CCCC(N2CCN(c3ccccc3F)CC2)C1 (configuration not stated),3%,1%,2%,2%,4%,0.9%,11,-8%,-1%,-13%,1%
O=C(Nc1ccccn1)c1cc2ccccc2cc1O,1%,0%,2%,5%,11%,-0.2%,-11,3%,-4%,?,?
O=C(CCC(=O)OC(C(=O)c1ccccc1)c1ccccc1)Nc1ccccc1 (configuration not stated),-5%,3%,4%,0%,4%,-0.2%,4,-1%,2%,0%,-1%
Cc1c(Cl)cccc1NC(=S)NNc1ncc(C(F)(F)F)cc1Cl,0%,nt,1%,9%,-14%,0.0%,-5,-2%,-10%,?,0%
O=C(Nc1nnc(CCc2ccccc2)s1)c1ccccc1F,-3%,5%,1%,-3%,-23%,0.6%,4,1%,0%,?,-3%
O=C(CN1CCOCC1)Nc1ccc2c(c1)OC(F)(F)O2,1%,-3%,4%,-1%,-1%,-0.1%,-4,6%,3%,8%,5%
CCOC(=O)C1=C(c2ccccc2)Nc2ncnn2C1c1cc(OC)ccc1OC (configuration not stated),-2%,nt,4%,4%,-9%,0.2%,-8,-1%,-3%,4%,?
CC(NCCc1ccc(S(N)(=O)=O)cc1)C(=O)NCCc1ccc(F)cc1 (configuration not stated),2%,-14%,-2%,5%,6%,0.1%,4,-9%,-6%,-7%,-8%
CCN(CC)CCSc1nnc2c3cc(F)ccc3n(Cc3ccccc3)c2n1,0%,-5%,4%,2%,-9%,0.5%,-11,-10%,-13%,-3%,5%
Cc1cc(=O)oc2c(CN3CCN(C)CC3)c(O)c(Cl)cc12,2%,1%,0%,1%,9%,-0.5%,0,-7%,-3%,8%,7%
COc1cccc(CSc2nnc(-c3ccncc3)n2C)c1,0%,-2%,-1%,-2%,-5%,-0.7%,-6,0%,-2%,?,6%
Cc1ccc(F)c(CNC(=O)C2CCC(=O)N(Cc3ccccn3)C2)c1F (configuration not stated),1%,4%,0%,9%,6%,0.2%,40,-2%,0%,2%,-6%
CCOC(=O)N1CCN(C(=O)Cn2nc(C)n3nc(-c4ccccc4)cc3c2=O)CC1,-4%,5%,0%,4%,11%,-0.3%,24,27%,-2%,-21%,7%
CCn1cc(/C=N\NC(=O)c2ccc(F)cc2)cn1,3%,-1%,3%,-1%[46.1 µM],-1%,-0.3%,11,nt,0%,13%,?
COc1cccc(N2CCN(C(=O)c3cc(-c4ccccc4)nc4c3cnn4C(C)C)CC2)c1,5%,16%,-2%,-39%,-1%,0.0%,18,nt,-6%,12µM*,-1%
OC1CCCN(c2c3c(nc4cc(-c5cccc(Cl)c5)nn24)CCC3)C1 (configuration not stated),2%,6%,-1%,2%[46.1 µM],-11%,-0.1%,9,9%,-5%,21µM*,?
CCCn1c(Cc2ccccc2)nnc1SCC(=O)N1CCOCC1,0%,0%,5%,-7%,5%,-0.4%,2,-2%,-3%,-2%,6%
CCOC(=O)Cc1csc(NC(=O)c2c(O)c3c(n(CC(C)C)c2=O)CCCC3)n1,1%,-6%,-2%,5%,-14%,0.4%,-12,1%,-1%,?,6%
CC(NC(=O)CCSc1nc(-c2ccco2)cc(C(F)(F)F)n1)c1ccccc1 (configuration not stated),-1%,3%,-2%,5%,-24%,7.8%,-5,4%,-13%,-15%,18%
Cc1ccc(NC(=O)OCc2cncs2)cc1,-5%,1%,2%,6%,4%,-0.1%,3,15%,0%,?,-2%
CC(=O)Nc1ccc(-n2c(C)ccc2-c2ccccc2)cc1,1%,-6%,2%,5%,-5%,-1.1%,-6,-10%,-4%,7%,-10%
Cc1ccc(NC(=O)[C@H](C)NC(=O)C2CCN(C(=O)[C@@H](NC(=O)OC(C)(C)C)C(C)C)CC2)cc1,-2%,12%,-1%,-1%,2%,0.4%,-4,-1%,0%,2%,0%
Cc1ccc(-n2nc3c(N4CCC(C(=O)NCc5ccc(C)o5)CC4)nnc(C)c3c2C)cc1,-13%,?,3%,-1%,1%,0.5%,10,11%,0%,-14%,-1%

# Next results
SMILES,Tb PFK inh,uPA generation,USP2a inh,TCR activator,Eya2 inh,B2AR arrestin,TSHR antagonist,Mito fusion yeast,PTAP TSG101 blk,ELG1 DNA repair,Chronic BCR inh
Nc1nc(CSC(=S)N2CCN(c3ccccc3)CC2)nc(Nc2ccccc2)n1,3%,17%,-4%,-2%[46.1 µM],0%,-0.1%,-9,?,-6%,?,7%
O=Cc1ccccc1Oc1nc(N2CCOCC2)nc(N2CCOCC2)n1,-1%,-13%,0%,-2%,-3%,0.4%,1,-2%,0%,16%,3%
CCC1(C)Cc2ccccc2-c2c1c(=O)n(Cc1ccccc1)c1nnnn21 (configuration not stated),19%,0%,1%,-3%,-18%,-0.2%,4,-2%,-1%,-13%,5%
Cc1ccc(CN2CCN(CC(=O)N/N=C/c3c[nH]c4ccccc34)CC2)cc1,7%,26%,3%,0%[46.1 µM],3%,0.1%,-3,-4%,3%,1%,0%
COC(=O)c1cn(NC(=O)COc2ccc(Cl)cc2)c(=O)c2ccccc12,-1%,-9%,1%,-11%,-20%,0.2%,16,-7%,-1%,?,2%
O=c1[nH]c(/C(Cl)=C/c2cccc(C(F)(F)F)c2)nc2cc(Cl)ccc12,-3%,-2%,1%,1%[46.1 µM],-2%,0.8%,-1,0%,-5%,-4%,6%
Cc1ccc2nc(CSc3nnc(Nc4ccccc4C)s3)cc(=O)n2c1,-1%,-1%,0%,0%[46.1 µM],0%,-1.7%,0,0%,-5%,26µM*,?
CNC(=S)NNC(=O)c1cccc(N(C)C)c1,-1%,6%,3%,-2%,-10%,0.2%,-7,-5%,-1%,1%,-1%
Cc1ccc(NC(=O)CCCCCC2NC(=O)NC2C)cc1 (configuration not stated),-3%,-7%,-1%,nt,6%,0.1%,3,-1%,nt,14%,?
CC(=O)Nc1ccc(S(=O)(=O)Nc2cc(C)cn(Cc3ccccc3)c2=O)cc1,0%,-8%,0%,-1%,-18%,-0.8%,-7,2%,-3%,-29%,-8%
O=C(NC1CCCCCC1)C1CCCN1S(=O)(=O)c1cccc2cccnc12 (configuration not stated),1%,-3%,-1%,0%,-10%,0.4%,6,0%,-9%,-28%,2%
CC(C)CN1CCN(Cc2ccc(C#CC(C)(C)O)cc2)CC1CCO (configuration not stated),-1%,1%,2%,-82%,1%,-0.5%,-31,25%,-1%,-12%,2%
Cc1nn(Cc2cccc(C(N)=O)c2)c(C)c1Br,2%,-7%,-2%,21%,-13%,-0.5%,-7,2%,-3%,-6%,-13%
O=C(Nc1ccc(NC(=O)c2ccc3c(c2)OCCO3)cc1)c1ccccc1,1%,-1%,5%,5%,1%,0.3%,21,2%,-9%,22%,?
CCCCC(=O)Nc1c2c(nn1-c1cccc(C)c1C)CS(=O)(=O)C2,-1%,9%,2%,4%,-1%,0.1%,-1,-7%,-3%,2%,1%
Cc1cc(C)n(/N=C/c2ccccc2O)c(=O)c1,-2%,1%,1%,-8%,6%,2.6%,-11,-1%,1%,-9%,-2%
CC(C)OC(=O)CSc1nnc2c3ccccc3n(C)c2n1,1%,-5%,2%,-13%,10%,-0.3%,-7,11%,4%,1%,-1%
CC(C(=O)Nc1nccs1)N1C(=O)C2CC=CCC2C1=O (configuration not stated),1%,7%,1%,-24%,6%,-0.1%,-2,0%,-10%,0%,3%
Cc1ccnc(NC(=O)CCNS(=O)(=O)c2ccc(C)c(C)c2)c1,3%,-30%,0%,4%,-16%,0.1%,6,1%,-3%,?,14%
O=C(N/N=C/c1ccccc1OCc1ccccc1Cl)c1cccnc1,3%,-6%,-1%,1%,6%,-0.1%,-19,10%,0%,-4%,?

# Assay outcomes: PubChem BioAssay, National Center for Advancing Translational Sciences (NCATS)
